# NPC1 prom act – NPC1 promoter activation; Huh7 NPC1 promoter luciferase reporter, 24 h; Potency, µM (highest dose often 9.22 µM), for inactives: at the highest dose activation, actives largely listed as activators; 320,000 tested, 2.4% active; AID 485313;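 note: % of control where 0% means no effect; nearly all actives have a fitted effect of over 60% in size; reporter is driven by a mutant NPC1 promoter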
#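 Luminescence read-out of NPC1 promoter-driven luciferase in stably transfected Huh7 cells; compounds delivered in DMSO and left 24 h at 37C, 5% CO2, qHTS titration format.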
# Rab9 promoter act – activates the Rab9 promoter | Huh7 Rab9 promoter-luciferase reporter, luminescence, 24 h | Potency, µM (series often up to 9.22 µM), inactives show top-dose activation, negative = inhibition, hits mostly activators | 320,000 tested, 2.8% active | AID 485297; note: % of control where 0% means no effect; nearly all actives have a fitted effect of over 60% in size
#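 Luciferase signal after 10 min detection reagent at ambient indicates Rab9 promoter upregulation; stably transfected Huh7 cells were treated 24 h with compound in DMSO at 37 °C, 5% CO2.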
# FLuc counter – counter-screen for miR-21 project: firefly luciferase inhibitors or activators | Potency, µM (doses to about 57.5 µM), inactives show at the highest dose activity change, negative = inhibition, hits mostly inhibitors | purified FLuc, Km substrates, luminescence inhibition | P08659 | 360,000 tested, 6.9% active | AID 588342;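 note: plate controls were vehicle for no effect and reference inhibitor for full effect; nearly all actives have a fitted effect of over 55% in size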
# Target sequence (P08659 whole entry, looked up): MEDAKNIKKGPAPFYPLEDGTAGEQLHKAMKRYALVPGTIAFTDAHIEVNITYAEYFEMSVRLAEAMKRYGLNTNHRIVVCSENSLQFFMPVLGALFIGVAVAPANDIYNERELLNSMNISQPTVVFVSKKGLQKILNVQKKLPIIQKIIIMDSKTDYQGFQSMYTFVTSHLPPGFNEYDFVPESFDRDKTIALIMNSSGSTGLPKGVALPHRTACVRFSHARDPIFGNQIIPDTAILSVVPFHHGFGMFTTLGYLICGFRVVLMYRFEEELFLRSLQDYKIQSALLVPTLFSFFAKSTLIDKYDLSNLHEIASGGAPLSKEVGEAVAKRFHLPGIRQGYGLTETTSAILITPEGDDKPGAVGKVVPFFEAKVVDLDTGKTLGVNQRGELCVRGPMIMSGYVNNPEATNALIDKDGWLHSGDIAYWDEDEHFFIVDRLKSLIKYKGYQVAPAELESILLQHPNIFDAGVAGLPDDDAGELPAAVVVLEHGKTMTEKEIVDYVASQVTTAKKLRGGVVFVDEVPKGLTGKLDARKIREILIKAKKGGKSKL
#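 Purified P. pyralis luciferase (10nM final) with 10uM D-luciferin and 10uM ATP (Km levels) in 50mM Tris acetate pH 7.5, 10mM Mg acetate, 0.01% Tween-20, 0.05% BSA; qHTS 6-point titration, ~60 µM downward; luminescence read.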
# MBNL1-CUG inh – blocks human MBNL1 binding to CUG repeat RNA | Q9NR56 | 280,000 tested, 0.036% active | Potency, µM (highest dose often 57.5 µM), without a hit: top-dose activity change, negative = inhibition, hits mostly inhibitors | AID 2675 | TR-FRET MBNL1-His/biotin-(CUG)12 binding, 665/545 ratio; active = well fitted inhibition curve with a large enough effect in the signal ratio, with a control signal flat, not every such curve was filed as active; inconclusive = small, poorly fitted or top-dose-only effect, or effect the other way, or a change in a side signal; inactive = no such curve, though single readings can be large or run the other way; the % refers to the signal ratio; note: % is set by controls: 0 for no effect and ±100 for the full control effect
# Target sequence (Q9NR56 whole entry, looked up): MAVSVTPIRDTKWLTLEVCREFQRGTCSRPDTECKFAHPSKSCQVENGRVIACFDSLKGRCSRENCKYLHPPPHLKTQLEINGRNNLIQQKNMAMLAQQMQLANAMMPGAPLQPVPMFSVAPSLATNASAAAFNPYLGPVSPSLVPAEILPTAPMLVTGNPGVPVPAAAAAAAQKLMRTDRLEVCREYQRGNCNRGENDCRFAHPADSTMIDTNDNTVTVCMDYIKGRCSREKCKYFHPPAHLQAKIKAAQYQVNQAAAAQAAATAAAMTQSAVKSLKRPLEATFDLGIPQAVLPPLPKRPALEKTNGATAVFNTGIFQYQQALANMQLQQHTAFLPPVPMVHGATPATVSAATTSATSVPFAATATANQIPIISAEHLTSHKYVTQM
#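 Ratiometric TR-FRET (665 over 545 nm, excitation 340 nm) tracks disruption of MBNL1-His/biotin-(CUG)12 complex after 60 min at room temperature, with compounds at 92 nM to 58 uM final.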
# ELG1 genotox – induces genotoxicity in HEK293T cells with luciferase-tagged ELG1; HEK293T ELG1-luciferase reporter, luminescence, 16 h; Potency, µM (titrated, usually from 46 µM), for the others: at the highest dose activity change, positive = activation, actives largely listed as activators; 330,000 tested, 1.3% active; AID 504466; note: % of control where 0% means no effect; nearly all actives have a fitted effect of over 60% in size
#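 HEK293T cells expressing luciferase-tagged ELG1 were exposed to compound or DMSO vehicle for 16 hr at 37 °C and 5% CO2. Luciferase activity was then measured with ONE-Glo after 30 min at room temperature.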
# Gal4-VP16 FLuc – counter-screen for ROR gamma inhibitors: Gal4-VP16 reporter. Drosophila S2 Gal4-VP16 UAS-luciferase, luminescence, 20 h. Potency, µM (top dose mostly 53.6 µM), without a hit: at the highest dose activity, negative = inhibition, actives largely listed as inhibitors. 310,000 tested, 3.5% active. AID 2546;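 note: Gal4-VP16 expression switched on by copper sulfate through the metallothionein promoter; % is set by controls: 0 for no effect and ±100 for the full control effect; nearly all actives have a fitted effect of over 50% in size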
# BRCA1 expr up – activators of BRCA1 expression. 380,000 tested, 1.1% active. AID 624202. Potency, µM (titrated, usually from 46.1 µM), for inactives: top-dose activation, hits mostly activators. MCF7-BRCA1-FFLuc reporter, luminescence, 48 h; response scale: scaled: vehicle 0%, 10 µM genistein 100%; note: nearly all actives have a fitted effect of over 80% in size; some results filed as inactive show a strong effect at the top dose
#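 Luminescence from a BRCA1-driven firefly luciferase in MCF7 cells was the read-out, taken 15 min after substrate addition following 48 h compound exposure at 37 °C. Data were normalized to a 10 microM genistein control and DMSO vehicle.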
# uPA surface inh – cell surface uPA generation inhibition; cell surface uPA generation assay, qHTS; Potency, µM (highest dose often 38.3 µM), without a hit: at the highest dose activity change, negative = inhibition, most hits filed as inhibitors; 330,000 tested, 0.31% active; AID 540303; active = well fitted inhibition curve with a large enough effect; inconclusive = small, poorly fitted or top-dose-only effect; inactive = no such curve, though single readings can be large or run the other way; tested in mouse RAW 264.7 cells; note: % is set by controls: 0 for no effect and ±100 for the full control effect; nearly all actives have a fitted effect of over 55% in size
# p53 reactivation – mutant p53 re-activation in reporter cells; 320,000 tested, 0.063% active; H1299 p53-A138V BP100-luciferase reporter, luminescence, 24 h; Potency, µM (doses to about 92.2 µM), without a hit: at the top dose activity change, positive = activation, actives largely listed as activators; note: % of control where 0% means no effect; nearly all actives have a fitted effect of over 45% in size
#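 p53-null H1299 cells stably carrying temperature-sensitive p53-A138V and a BP100-luciferase reporter were pinned with compounds (4-point, 1:5 series) and held 24 hrs at 37 deg C. Luminescence was read 10 min after detection reagent.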
# MLL CXXC-DNA inh – inhibitors of human MLL CXXC domain-DNA interaction; Q03164; MLL-CXXC / FITC-HOXA9 DNA fluorescence polarization; Potency, µM (doses to about 115 µM), without a hit: top-dose activity change, negative = inhibition, most hits filed as inhibitors; 290,000 tested, 0.037% active; AID 2662; active = well fitted inhibition curve with a large enough effect in the polarisation, with a control signal flat, not every such curve was filed as active; inconclusive = small, poorly fitted or top-dose-only effect, or effect the other way, or a change in a side signal; inactive = no such curve, though single readings can be large or run the other way; the % refers to the polarisation
#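 Fluorescence polarization: 7 uM MLL-CXXC (stock) preincubated 5 min with compounds, then 50 nM fluorescein-HOX-A9 DNA (stock) added; 30 min ambient. Buffer 50 mM Tris-HCl pH 7.5, 50 mM NaCl, 1 mM DTT, 0.05% BSA.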
# RORgamma inh – blocks mouse ROR gamma transcriptional activity | Drosophila S2 Gal4-RORgamma UAS-luciferase reporter, 20 h | AID 2551 | Potency, µM (titrated, usually from 53.6 µM), inactives show at the highest dose activity change, negative = inhibition, actives largely listed as inhibitors | 310,000 tested, 5.4% active; note: % is set by controls: 0 for no effect and ±100 for the full control effect; nearly all actives have a fitted effect of over 60% in size
#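 Luciferase reporter read in Schneider cells carrying Gal4-RORγ (mouse) and UAS-Photinus luciferase; cells given compound 1 h before 700 uM copper sulfate induction, then incubated 20 h at ambient temperature.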
# Numbers without * were called inactive; u = inconclusive; x = not tested or not shown; & = joins results of further samples; [ ] = remark or other dose. Unless noted, calls come from the whole dose curve; as a rule, active = well fitted curve in the direction sought with a large enough effect; inconclusive = small, poorly fitted or top-dose-only effect, or another doubt; inactive = no such curve, though single readings can be large; an effect the other way counts as inactive or inconclusive. Potency is the fitted concentration of half-maximal effect. A portion of the library (hit frequency here may not be typical).
# Under each structure: NPC1 prom act | Rab9 promoter act | FLuc counter | MBNL1-CUG inh | ELG1 genotox | Gal4-VP16 FLuc | BRCA1 expr up | uPA surface inh | p53 reactivation | MLL CXXC-DNA inh | RORgamma inh
[1] NNC(=O)c1ccc([N+](=O)[O-])c(CS(=O)(=O)c2ccc(Cl)cc2)c1
    0.3% | -2.0% | -1.9% | u | -2.5% | -1.8% | -83.6%[inhibitor] | -1.8% | -7.0% | 7.2% | u
[2] COC(=O)c1ccc(NC(=O)c2ccc3nc(C)sc3c2)cc1
    0.794µM* | 0.708µM* | -11.9% | u | u | 1.9% | 24.5% | 2.2% | x | -0.5% | -0.2%[1.91 µM]
[3] COc1ccc(-c2cc(C(F)(F)F)c(C#N)c(SCC(=O)O)n2)cc1
    -1.1% | -6.4% | -6.6% | u | -0.3% | 5.1% | -18.7% | -1.7% | 0.9% | 4.6% | -6.1%
[4] COc1ccccc1NC(=O)N1c2ccc(F)cc2CCC1C (stereo not given)
    -3.9% | -8.7% | -0.6% | -6.8% | 4.2% | -3.6% | -2.9% | 3.4% | 26.8% | -1.9% | 1.9%
[5] COC1(NS(=O)(=O)c2ccc(Br)cc2)C(C)=CC(=O)C=C1C
    -1.8% | 0.3% | -13.5% | -6.1% | 4.6% | 0.9% | 1.9% | -1.5% | 7.3% | -1.5% | 2.1%
[6] CC(=O)Nc1ccc(NC(=O)C(C)OC(=O)CCCN=C2NS(=O)(=O)c3ccccc32)cc1 (stereo not given)
    -1.1% | -5.4% | 5.9% | x | -1.0% | x | -1.7% | -1.9% | -5.2% | x | x
[7] Cc1ccc(C)c(S(=O)(=O)N2CCN(C(=O)c3ccc(OCc4c(C)noc4C)cc3)CC2)c1
    -5.9% | -0.4% | 0.2% | x | 1.8% | x | -51.5% | -0.7% | -3.3% | x | x
[8] COc1ccc2c(c1)c(/C=N/Nc1ccc(C(=O)O)cc1)c(C)n2C
    u | 23.0% | 4.78µM* | 12.0% | u | u | 12.4% | 7.2% | 13.1% | -2.4% | u
[9] O=C(CNC(=O)c1nc[nH]c1C(=O)N1CCNCC1)OCc1ccccc1
    -1.3% | 2.3% | 3.5% | x | -1.2% | x | 11.9% | 12.7% | -4.5% | x | x
[10] CCOc1cc(/C=C/c2cc(C(=O)O)c3ccccc3n2)ccc1OC
    u | u | 1.35µM* | 2.6% | u | u | 68.7% | -7.8% | u | -3.7% | 12.6µM*
[11] COc1cccc2cc(C(=O)Nc3cccnc3N3CCOCC3)c(=O)oc12
    2.6% | 0.2% | -0.2% | 8.0% | 3.7% | -0.6% | -9.3% | 0.6% | 3.0% | 5.4% | 0.1%
[12] FC(F)(F)c1cc(Nc2ccccc2)nc(-c2ccccn2)n1
    -1.6% | -11.9% | -2.0% | -6.8% | -6.3% | 4.47µM* | 3.9% | -12.7% | -3.9% | 42.4%[activator] | 2µM*
[13] COCCNC(=O)CCc1nc2cccnc2n1Cc1ccc(OC)cc1
    -0.4% | -3.1% | -0.3%&0.4% | -1.6% | 0.4% | -7.1% | 9.4% | 9.7% | 1.1% | 14.7% | -1.2%
[14] CCCc1nc(Cl)c(C#N)c2c1CCCC2
    -3.5% | -4.1% | 4.7% | -6.7% | -6.3% | -14.7% | 10.9% | -7.6% | -17.9% | 4.8% | 14.0%
[15] CC1(C)Cc2c(c(=S)nc(-c3ccccc3)n2CCOCCO)CO1
    -6.2% | -3.3% | 3.8% | 8.2% | -4.5% | -3.2% | 1.6% | 4.4% | -18.7% | 7.9% | 2.5%
[16] CN(C)c1ccc(C2N(c3ccc(F)cc3)C(=O)C3CCCN32)cc1 (stereo not given)
    4.3% | 7.1% | -4.8% | u | -8.8% | 2.6% | 6.0% | 3.4% | -0.2% | 3.3% | 1.0%
[17] COc1ccc(CN(C)CC(=O)Nc2cc3oc4ccccc4c3cc2OC)c(OC)c1
    2.1% | -4.1% | 0.5% | x | -7.1% | -17.6% | -55.6% | -5.0% | -4.2% | 2.1% | u
[18] CN(C)c1ccc(CN(C(=O)c2cccs2)C2CCS(=O)(=O)C2)cc1 (stereo not given)
    -4.1% | 8.4% | -4.4% | -0.4% | 0.3% | 1.1% | 4.4% | 2.2% | 0.3% | 5.8% | 4.1%
[19] Cc1ccc(OCC(=O)Nc2ccc([N+](=O)[O-])cc2)cc1
    0.7% | -5.2% | -0.8% | -1.5%[11.5 µM] | 4.4% | -12.5% | -6.8% | 2.3% | -12.0% | 4.5% | 1.2%
[20] COC(=O)C(C)(C)NC(=O)c1cccs1
    -3.5% | 1.9% | -0.1% | -1.0% | -4.5% | 11.1% | 13.2% | 6.6% | 1.3% | 3.4% | -5.1%
[21] CCOc1ccc(C(=O)Nc2nc(C)c(C(=O)OC)s2)cc1
    u | u | 0.757µM* | x | 20.6µM* | -10.3% | 45.0% | 0.3% | -1.5% | -2.1% | u
[22] COc1ccc(NC(=O)COc2ccccc2Cc2ccccc2)cc1S(=O)(=O)N1CCOCC1
    0.0% | -7.8% | -0.3% | x | -2.5% | x | -73.1% | -2.7% | -2.9% | x | x
[23] O=C(CSc1nc2c(c(=O)n1-c1ccc(Cl)cc1)SCC2)Nc1nccs1
    17.1% | -5.6% | -1.1% | -1.0% | -8.9% | -1.1% | -25.1% | -1.8% | -7.8% | 15.5% | -0.8%
[24] COCCn1c(/C=C/c2ccccc2)nc2ccccc21
    2.24µM* | 2µM* | 1.69µM* | u | u | u | u | u | -2.1% | 0.7% | 11.2µM*
[25] COC(=O)c1c(NC(=O)Cc2cccs2)sc2c1CCC(C)C2 (stereo not given)
    21.0% | u | 16.9µM* | 4.0% | 9.2% | -13.7% | 59.5% | 6.3% | 4.7% | -2.3% | u
[26] Cc1ccc(CNc2ccc(N3CCOCC3)cc2)s1
    2.51µM* | 3.55µM* | 0.953µM* | 2.4% | 4.11µM* | u | 27.5% | -7.0% | u | 5.1% | 10.7%
[27] COC(=O)COc1ccc2c(=O)c(Oc3ccccc3Br)coc2c1
    -7.1% | -10.8% | 1.1% | 2.5% | 1.3% | 0.7% | -24.1% | 0.2% | 1.9% | -4.7% | -14.6%
[28] CN1CCN(c2ccccc2NC(=O)c2cc(Br)ccc2Cl)CC1
    5.8% | 9.1% | 2.4%[2.3 µM] | 2.8% | -7.7% | 6.2% | -17.4% | 11.5% | -9.8% | 4.6% | -3.9%
[29] C=CCOc1ccccc1/C=N/NC(=O)Cc1ccccc1
    -0.6% | -1.2% | u | -4.3% | -0.4% | 6.7% | 4.9% | 16.8% | u | 0.4% | -31.9%
[30] Cc1ccc(/C=N/NC(=S)NCCc2ccccc2)s1
    0.6% | 4.1% | -10.6% | 3.1% | -4.3% | 2.24µM* | 0.1% | 5.9% | -1.1% | -3.9% | 0.224µM*
[31] Nc1c(N(Cc2ccco2)C(=O)c2ccc(Cl)cc2)c(=O)[nH]c(=O)n1Cc1ccccc1
    -1.7% | -10.8% | -1.4% | x | -1.9% | x | 2.0% | -3.4% | -3.2% | x | x
[32] CCC(Oc1ccccc1)C(=O)Nc1ccccc1OC (stereo not given)
    6.5% | 3.9% | 3.8% | 0.8% | 5.5% | x | -44.5% | 4.1% | 2.6% | -2.0% | 7.6%[0.365 µM]
[33] Cc1nc2ccccc2nc1OCC(=O)Nc1ccc2ccccc2c1
    -2.7% | -7.9% | -2.1% | x | 16.3% | -19.6% | -16.8% | -3.0% | -4.8% | 6.2% | -14.2%
[34] CCCCN1C(=O)/C(=C/C=C2\Oc3ccccc3N2CC)SC1=S
    -2.2% | -3.0% | -7.4% | 1.8% | 3.2% | 2.3% | -1.9% | -2.3% | -2.5% | u | -10.5%
[35] COc1cc(CCC(=O)OCC(=O)NC(=O)c2ccc(Cl)cc2)cc(OC)c1OC
    -2.1% | -3.1% | -7.2% | 4.8% | -0.6% | -0.5% | -4.7% | 4.0% | 5.5% | -7.9% | 30.7%
[36] Cc1ccc(/C=N/NC(=O)c2cccc(S(=O)(=O)Nc3ccccc3Cl)c2)s1
    -3.2% | 0.4% | u | 29.5% | -1.6% | 5.01µM* | -8.2% | 1.9% | 0.9% | -5.5% | 7.08µM*
[37] Cc1ccc(N2C(=O)CSC2c2ccccn2)cc1Cl (stereo not given)
    0.2% | -6.1% | -15.1% | -10.4% | -3.2% | u | -7.0% | 12.2% | 5.1% | -25.7% | u
[38] CCC(C)NC(=O)[C@H](CSCc1ccccc1)N1Cc2ccccc2C1=O (stereo not given in full)
    -3.7% | -10.7% | 3.5% | -17.0% | -0.3% | 0.9% | -20.5% | -3.6% | -8.7% | -0.7% | -25.7%
